# Bioassay records as filed in PubChem.
# TTR transcr act: activators of transthyretin transcription. SH-SY5Y TTR promoter Gaussia luciferase, luminescence; 100% = recombinant luciferase protein wells. activation, % at 16.7 µM. 92,000 compounds, 1.3% hits;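 active means activation above the mean of all tested compounds plus 3 SD, cut at about 9.5% in these data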;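 further: cells exposed to compounds for one day before reading; 0% = median of all test compound wells on the plate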
# * hit, by the source's call. A portion of the library; the hit share may differ from the screen's.
SMILES,TTR transcr act
CCOC(=O)C1CCCN(C(=O)Nc2c(-c3ccccc3)noc2C)C1 (stereo not drawn),-0.7
N#CCC(=O)N/N=C/c1coc2ccccc2c1=O,3.5
COc1ccc2c(c1)c(=O)cc(C)n2CC(=O)NCc1ccco1,-0.7
CCCCOc1ccc(S(=O)(=O)NC(=O)C2(C)CCN2C(=O)Cc2ccccc2Cl)cc1 (stereo not drawn),-5.9
CC(C)(N[C@@H](Cc1ccccc1)C(=O)NCC(c1ccccc1)c1ccccc1)C(=O)NC1CCCCC1,-1.6
Cc1ccc(CCC(=O)NCc2ccccc2)o1,2.9
COc1ccc(S(=O)(=O)N2CCCC(C(=O)NCc3ccncc3)C2)cc1 (stereo not drawn),-2.5
O=C(CCN1CCCCC1)NNC(=S)NC(=O)c1ccc(Br)cc1,3.1
Cc1cc(C(=O)COC(=O)c2ccccc2O)c(C)n1Cc1cccs1,1.9
COc1ccccc1CCNC(=O)c1csc2c1CCCC2,1.7
OCn1ncn(-c2ccccc2)c1=S,8.7
CC(=O)N1C(C(=O)O)Cc2c([nH]c3ccccc23)C1C (stereo not drawn),-0.6
CC(=O)Nc1cccc(C(=O)/C=C/c2cccs2)c1,-1.5
CC(=O)N1CCN(C(=O)c2ccc(-n3c(C)ccc3C)cc2)CC1,-1.6
Cc1nc(CN2CCCCC2)c(O)c(=O)[nH]1,3.1
COc1ccc(O)c(C(=O)c2cnn(-c3ccc(Cl)cc3)c2)c1,0.3
CCCCC1CCC(C(=O)OC(C)C(=O)Nc2ccc(NC(C)=O)cc2)CC1 (stereo not drawn),-0.8
CC(OC(=O)Cc1n[nH]c(=O)c2ccccc12)C(=O)Nc1ccc(Cl)cn1 (stereo not drawn),0.1
O=C(NC1CCCCC1)C(c1ccncc1)n1c(=O)c(-c2ccccc2)nc2ccccc21 (stereo not drawn),-0.6
CCc1nnc(NC(=O)c2ccc(S(=O)(=O)N3CCCc4ccccc43)cc2)o1,0.2
COc1ccc2[nH]c3c(c2c1)CCN1C(=O)C(CC(=O)NCC24CC5CC(CC(C5)C2)C4)C[C@H](C(=O)N2CCOCC2)[C@@]31C (stereo partly drawn),-1.2
CC(C)(C)n1nc2c(c1NC(=O)COc1ccc3ccccc3c1)CS(=O)C2 (stereo not drawn),0.2
Cc1ccc2sc(NNC(=O)c3cc(=O)c4ccccc4o3)nc2c1C,0.5
COc1cccc(S(=O)(=O)Nc2ccc3c(c2)[C@@H]2C[C@@H](CC(=O)NCc4ccc(Cl)cc4)O[C@@H](CO)[C@@H]2O3)c1,-1.5

# Structural class: those above containing a furan ring, fused or not (2)
SMILES,TTR transcr act
COc1ccc2c(c1)c(=O)cc(C)n2CC(=O)NCc1ccco1,-0.7
Cc1ccc(CCC(=O)NCc2ccccc2)o1,2.9

# More results follow.
SMILES,TTR transcr act
COc1cc(CN2CCCC(CO)(Cc3ccccc3)C2)ccc1O (stereo not drawn),-0.5
O=C(c1ccc(Br)s1)N1CCN(c2ccccn2)CC1,0.2
O=C(N=Nc1c(O)[nH]c2ccccc12)c1cc(-c2cccs2)[nH]n1,-2.3
Cc1ccc(C(=O)c2c3ccccc3[n+]([O-])n2CCC(N)=O)cc1,2.6
COc1ccc(CCNC(=O)c2cnccn2)cc1,0.6
COc1ccc(Nc2nc3c([nH]2)c(=O)[nH]c(=O)n3C)cc1,-0.1
COc1ccc(CCNC(=S)NC(=O)c2cccc(Cl)c2)cc1OC,2.3
CC(c1ccccc1)N1C(=O)/C(=C/c2ccncc2)SC1=S (stereo not drawn),-0.3
CC(=O)c1cc(F)c(N2CCN(C(=O)COc3ccc(F)cc3)CC2)cc1C,1.0
Cc1ccc(NC(=O)CCc2nnc(SCC(=O)Nc3ccccc3C)n2C)cc1Cl,-1.2
CCOC(=O)c1ccc(N(C(=O)CNC(=O)c2ccco2)C(C(=O)NCC2CCCO2)c2ccc(OC)c(OC)c2)cc1 (stereo not drawn),2.8
Cc1ccc(C)n1NC(=O)c1ccccc1,0.4
CN(C)[C@@H]1CCN(c2ccc3c(c2)O[C@@H]2CCN(C2)S3(=O)=O)C1,-1.4
COC(=O)c1ccc(S(=O)(=O)NCc2ccccc2)n1C,1.3
CC(=O)NCC(=O)NC1CCCc2c1cnn2-c1ccc(C(C)(C)C)cc1 (stereo not drawn),-0.3
Oc1ccc(-c2csc(Nc3ccccn3)n2)cc1,-0.9
CN1CCN(c2ccc(S(=O)(=O)N3CCCCC3)cc2NC(=O)c2ccc3ccccc3c2)CC1,1.6
COC(=O)C1=C(C)NC(=O)C1(NC(=O)c1ccncc1)C(F)(F)F (stereo not drawn),-1.3
N#CCCN(CCCN1CCOCC1)CN1C(=O)c2ccccc2C1=O,31.4*
Cc1ccc(CNC(=O)O[C@H]2CC[C@@]34CCCN3C(=O)CCC[C@H]4[C@H]2C)cc1,-1.4
O=C(CCc1c[nH]c2ccccc12)NCC1CCCO1 (stereo not drawn),-0.4
Cc1ccc(S(=O)(=O)N2[C@@H](c3ccc(F)cc3)C(C(=O)O)=CC[C@H]2c2cccs2)cc1,8.1
COc1ccc(Cc2nnc(SCC(=O)N3CCCC3)o2)cc1,2.1
CC1(C)CC2CC(C)(CN2c2ncnc3ccccc23)C1 (stereo not drawn),-5.0
O=C(COC(=O)c1cc(S(=O)(=O)N2CCCCC2)ccc1Cl)NCc1ccco1,2.0
O=[N+]([O-])c1cccc(-c2cnc3ccccc3n2)c1,1.2
CCOC(=O)C1C(=O)NC(N2CCN(c3ccccc3)CC2)=NC1c1ccccc1 (stereo not drawn),-0.5
O=C(CSc1nnc(CNC(=O)c2c(F)cccc2F)o1)NCc1ccccc1Cl,-0.6
COc1ccc(-c2nc3ccc(C)cn3c2Cc2ccccc2)cc1OC,-0.6
COc1ccc(CC(=O)Nc2ccc(/C(C)=N/NC(=O)c3ccc(OC)cc3OC)cc2)cc1,-0.2
CC(C)C[C@H]1COc2cccc(F)c2S(=O)(=O)N1Cc1cn(CCC2OCCCO2)nn1,1.8
O=C(OCC(=O)N1c2ccccc2Sc2ccccc21)c1cccnc1,-1.4
O=C(Nc1cccc(C(F)(F)F)c1)O[C@@H]1CC[C@@]23CCCN2C(=O)CCC[C@H]3C1,6.5
O=S(=O)(Nc1ccc(N2CCOCC2)cc1)c1ccccc1,-2.2
O=C(NC1CCCc2ccccc21)c1ccccc1 (stereo not drawn),-0.1
CCCNC(=O)Nc1ccsc1C(=O)OC,1.9
CCc1ccccc1NC(=O)/C(=C/c1ccco1)c1ccccc1,-2.4
O=Cc1ccc(-n2cncn2)cc1,-0.1
CCN(CC)C(=O)CSc1nnc(-c2cc(-c3ccc(Cl)cc3)nc3ccccc23)o1,-0.4
COc1ccc(CCNC(=O)C2CC3Cn4c(nc5cc(C)c(C)cc54)C3N2C)cc1 (stereo not drawn),-1.5
Oc1ccccc1-c1ccn[nH]1,6.3
CC(C)[C@H](NC(=O)C1CCN(S(=O)(=O)c2ccccc2)CC1)C(=O)NCc1ccc(F)cc1,-1.1
c1ccc(-n2nnnc2CN2CCOCC2)cc1,3.8
O=C(c1cccc(C(F)(F)F)c1)N1CCN(C2CCCCC2)CC1,4.3
O=C(CCc1ccccc1)Nc1nnc(-c2cccs2)o1,-1.4
COc1ccc(CCNC(=O)C(NC(=O)OCc2ccccc2)C(C)C)cc1OC (stereo not drawn),-0.3
COCCNC(C(=O)Nc1cc(Cl)cc(Cl)c1)c1ccccc1 (stereo not drawn),0.5
COc1ccc(OCCSc2nnc(CC(=O)Nc3cccc(Cl)c3Cl)n2C)cc1,-1.2

# Quoted at random: seven records from the list.
SMILES,TTR transcr act
O=C(CCc1ccccc1)Nc1nnc(-c2cccs2)o1,-1.4
c1ccc(-n2nnnc2CN2CCOCC2)cc1,3.8
COc1ccc(CCNC(=O)C(NC(=O)OCc2ccccc2)C(C)C)cc1OC (stereo not drawn),-0.3
COCCNC(C(=O)Nc1cc(Cl)cc(Cl)c1)c1ccccc1 (stereo not drawn),0.5
Oc1ccccc1-c1ccn[nH]1,6.3
CC(C)[C@H](NC(=O)C1CCN(S(=O)(=O)c2ccccc2)CC1)C(=O)NCc1ccc(F)cc1,-1.1
O=C(c1cccc(C(F)(F)F)c1)N1CCN(C2CCCCC2)CC1,4.3

# Other compounds
SMILES,TTR transcr act
CCCn1cc(CN2CCC(n3nccc3NC(=O)CCOc3ccccc3)CC2)c(C)n1,-1.1
O=C(O)CCNC(=S)Nc1cccc(F)c1,0.0
C/C(=N/NC(=O)CN1CCN(S(=O)(=O)c2ccc(Br)cc2)CC1)c1ccncc1,2.9
CC(C)[C@@H]1C(=O)N[C@H](Cc2cn(S(=O)(=O)c3ccccc3)c3ccccc23)C(=O)N1C,-0.9
Cc1nc(C)n(CC(=O)N2CCCC(C(=O)c3ccc(C(F)(F)F)cc3)C2)n1 (stereo not drawn),-0.5
O=C(O)CCCN1C(=O)C2C3CC(C2C1=O)C1C(c2ccccc2)c2sc(=O)[nH]c2SC31 (stereo not drawn),0.7
O=C(CSc1nc2ccccc2s1)NCCCN1CCOCC1,-0.2
Cc1[nH]nc(N=CC2=C(O)CC(C)(C)CC2=O)c1-c1ccccc1,0.4
CCCCOC(=O)c1ccc(N=Nc2c(C)c(C#N)c(O)[nH]c2=O)cc1,-0.5
Cc1cc(C)nc(NC(=O)c2ccc(C)c([N+](=O)[O-])c2)n1,4.8
CCOC(=O)Cn1cnc(C)c1,0.5
CCc1cccc2c1Sc1ccccc1CC2N1CCNCC1 (stereo not drawn),1.0
O=C1NC(=O)/C(=C\c2ccc(OCc3cccc(C(=O)O)c3)c(Cl)c2)N1,6.4
CCOc1ccc2[nH]c3nc(SCC(=O)NC4CC4)nnc3c2c1,1.1
Cc1cc(C(F)(F)F)n2nc(-c3cccs3)cc2n1,-0.1
Cc1nnc(SCC(=O)N2N=C(c3ccc(Cl)cc3)CC2c2ccco2)[nH]c1=O (stereo not drawn),3.6
CCOC(=O)Nc1ccc2c(c1)N(C(=O)CN1CCN(C)CC1)c1ccccc1S2,0.1
COC[C@@H]1CCCN1c1cccc2c1S(=O)(=O)N(C1CC1)CC[C@@H](C)O2,-0.9
Cn1c(NC(=O)c2ccccc2NC(=O)C(C)(C)C)nc2ccccc21,0.2
Nc1nc(NCc2ccco2)nc(Nc2cccc(F)c2)c1[N+](=O)[O-],-0.6
Cc1cccc(OCC(O)Cn2c(=N)n(CCN3CCOCC3)c3ccccc32)c1 (stereo not drawn),-0.3
CCN(C(=O)COC(=O)CCOc1ccc(C(C)(C)C)cc1)c1c(N)n(Cc2ccccc2)c(=O)[nH]c1=O,1.2
Cc1ccc2nc(-c3ccc(NC(=O)CCS(=O)(=O)c4ccccc4)cc3)sc2c1,-2.5
O=P(c1ccccc1)(c1ccccc1)C(O)c1ccccn1 (stereo not drawn),-0.3
O=C(Nc1ccc(N2CCN(C(=O)c3ccco3)CC2)cc1)c1ccc([N+](=O)[O-])cc1Cl,1.9
COc1cccc(CNC(=O)C2CCCN(S(=O)(=O)c3ccc4c(c3)C(C)(C)C(=O)N4C)C2)c1 (stereo not drawn),-1.2
Cc1ccc(C=O)c([B-](F)(F)F)c1,8.3
c1ccc(COC2CCCN(Cc3nc(Cc4ccccc4)no3)C2)cc1 (stereo not drawn),0.0
COc1cc(CNC2CCCCCCC2)cc(Cl)c1OCC(N)=O,-0.3
CCOc1cc(NC(=O)C2CCCCC2)c(OCC)cc1NC(=O)c1ccco1,0.8
Cc1ccc2cc(CN(CCCO)S(=O)(=O)c3cccc4nsnc34)c(=O)[nH]c2c1C,7.2
CC(C)(C)NC(NC(=O)Cc1ccccc1)C(Cl)(Cl)Cl (stereo not drawn),3.9
O=C(NCCNS(=O)(=O)c1ccc(C(F)(F)F)cc1)N1CCOCC1,11.7*
O=C(Nc1ccc2nc3n(c(=O)c2c1)CCCC3)c1ccc(Cl)nc1,-0.2
COc1ccc(OC)c(C2N(c3ccc(Cl)cc3)C(=O)C3CCCN32)c1 (stereo not drawn),-2.0
S=c1[nH]nc(CN2CCCCC2)n1Cc1ccccc1,-2.1

# Five compounds already listed, arranged by length of the SMILES, falling.
SMILES,TTR transcr act
CCOc1cc(NC(=O)C2CCCCC2)c(OCC)cc1NC(=O)c1ccco1,0.8
O=C(NCCNS(=O)(=O)c1ccc(C(F)(F)F)cc1)N1CCOCC1,11.7*
CC(C)(C)NC(NC(=O)Cc1ccccc1)C(Cl)(Cl)Cl (stereo not drawn),3.9
COc1cc(CNC2CCCCCCC2)cc(Cl)c1OCC(N)=O,-0.3
Cc1ccc(C=O)c([B-](F)(F)F)c1,8.3

# (listing goes on)
SMILES,TTR transcr act
COCCOC(=O)C1=C(C)NC(SCC(=O)NC(C)(C)C)=C(C#N)C1c1ccco1 (stereo not drawn),-0.4
C=CCN(C(=O)c1csnn1)C(C(=O)NC(C)(C)C)c1ccncc1 (stereo not drawn),1.2
CCC1CCCCN1Cc1nc2ccccc2c(=O)n1CC(C)=O (stereo not drawn),0.2
CCOc1ccc(CCN2C(=O)C(=O)N([C@@H](Cc3ccccc3)CN3CCC[C@H]3CN3C(=O)C(=O)NC[C@@H]3Cc3ccc(O)cc3)C[C@@H]2CC(C)C)cc1,-0.8
CCN1C(=O)[C@H]2[C@@H](c3ccc(-c4ccc(OC)cc4)c(OC)c3)N3CCCC[C@@]3(C(=O)OC)[C@H]2C1=O,-4.2
CCCC/C(C)=N/NC(=O)c1cn(-c2ccccc2)nc1-c1ccccc1,-0.8
Cc1c(O)ccc(/C(Cc2ccc3ccccc3n2)=N\O)c1O,-3.2
CCC(C)[C@H]1COCCS(=O)(=O)N1Cc1ccccc1 (stereo partly drawn),6.3
COc1ccccc1NC(=O)COC(=O)/C=C/c1ccccc1[N+](=O)[O-],1.9
CN(CCCNC(=O)C1CCC(=O)N1Cc1ccccc1Cl)c1ccccc1 (stereo not drawn),0.6
O=C(CSc1nc(Cc2ccccc2)nc2ccccc12)Nc1ccc2c(c1)OCCO2,0.1
Cc1cc(NC(=O)CN2C(=O)NC(C)(c3ccc(Cl)cc3)C2=O)no1 (stereo not drawn),0.4
O=C(CC1Nc2ccccc2NC1=O)Nc1ccc2c(c1)OCO2 (stereo not drawn),0.7
Cc1nc2ccc(NC(=O)C(F)(F)F)cc2o1,0.1
